Bioassay records (PubChem)
PREPL inhibitor: PREPL enzyme inhibitors, primary screen, biochemical, fluorescence polarization; Prolyl endopeptidase-like (Homo sapiens), Q4J6C6; recombinant PREPL, fluorescence polarization activity-based probe; inhibition, % at 5.96 µM; hit rate 0.68% among 320,000; in the data active means inhibition above about 43%;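 further: 0% = enzyme with DMSO and 100% = wells lacking enzyme; many of its hits are not listed in these tables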
PP5 inh: PP5 phosphatase inhibitors, primary screen, biochemical, fluorescence | Serine/threonine-protein phosphatase 5 (Homo sapiens), P53041 | purified PP5c, OMFP substrate fluorescence | inhibition, % at 6.7 µM | hit rate 0.18% among 320,000 | AID 1987, 2009;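 active means inhibition above the campaign's mean inhibition across all tested compounds plus 3 SD, cut at about 9.5% in these data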;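 further: 0% = DMSO only and 100% = 100 µM cantharidin control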
Fh CTSL1 inh: Fasciola hepatica cathepsin L1 inhibitors, primary screen, counter-screen for PFM18AAP inhibitor project, biochemical, QFRET, fluorogenic peptide substrate | recombinant F. hepatica cathepsin L1, Z-Leu-Arg-MCA fluorescence | inhibition, % at 5.96 µM | hit rate 0.49% among 300,000;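 active means inhibition above the mean of all tested compounds plus 3 SD, set per screening campaign, cut at about 17% in these data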;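 further: 0% = plate median of test compound wells and 100% = 1 µM Z-Phe-Ala-diazomethylketone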
Efflux pump inh: inhibitors of Candida efflux pumps in yeast, primary screen, S. cerevisiae, Nile Red, multiplex | hit rate 0.44% among 330,000 | inhibition, % at 10 µM | S. cerevisiae Candida pump triplex;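 active means plate passing quality check with inhibition over a set limit, or well fluorescence over plate mean plus 4 SD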;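 further: Nile Red retained in pooled yeast measured as flow cytometry median fluorescence; 0% = buffer negative control and 100% = Enniatin B positive control; higher means more Nile Red kept so more efflux inhibition; some compounds called inactive have numbers as strong as hits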
HCV core dimer: inhibitors of HCV core protein dimerization, primary screen, biochemical, TR-FRET, high-throughput. TR-FRET GST/Flag-core106 dimerization, 1536-well. AID 1899, 2009. inhibition, % at 5 µM. hit rate 0.33% among 300,000;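 active means inhibition above the mean of all tested compounds plus 3 SD, set per screening campaign, cut at about 45% in these data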
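Assay system: Tagged HCV core106 pair (GST and Flag) | Buffer or medium: KF-containing HEPES buffer, pH 7.45, DTT, CHAPS, BSA | Also added: Eu donor and XL665 acceptor anti-tag antibodies | Dosing: One concentration, 5 µM, in 0.5% DMSO | Timing: 4 h at 22.5 °C | Technique: TR-FRET 671 and 617 nm emission | Repeats: Singlicate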
TPT1 inhibitor: Candida albicans TPT1 enzyme inhibitors, primary screen, biochemical, fluorescence polarization; tRNA 2'-phosphotransferase TPT1 (Candida albicans SC5314); recombinant caTPT1, FP RNA substrate dephosphorylation; inhibition, % at 5 µM; hit rate 0.81% among 300,000; AID 1962, 2009;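 active means inhibition above the mean of all tested compounds plus 3 SD, set per screening campaign, cut at about 24% in these data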;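 further: plate controls were DMSO alone for no effect and ferristatin control at 100 nM for full effect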
PP1 counter: PP1-alpha phosphatase inhibitors, primary screen, counter-screen for PP5 inhibitor project, biochemical, fluorescence, OMFP substrate, single point; inhibition, % at 6.7 µM; Serine/threonine-protein phosphatase PP1-alpha catalytic subunit (Homo sapiens), P62136; purified PP1alpha; hit rate 0.9% among 320,000;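 active means inhibition above the mean inhibition of all tested compounds plus 3 SD, computed separately for each screening campaign, cut at about 15% in these data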
Target sequence (P62136 whole entry, looked up): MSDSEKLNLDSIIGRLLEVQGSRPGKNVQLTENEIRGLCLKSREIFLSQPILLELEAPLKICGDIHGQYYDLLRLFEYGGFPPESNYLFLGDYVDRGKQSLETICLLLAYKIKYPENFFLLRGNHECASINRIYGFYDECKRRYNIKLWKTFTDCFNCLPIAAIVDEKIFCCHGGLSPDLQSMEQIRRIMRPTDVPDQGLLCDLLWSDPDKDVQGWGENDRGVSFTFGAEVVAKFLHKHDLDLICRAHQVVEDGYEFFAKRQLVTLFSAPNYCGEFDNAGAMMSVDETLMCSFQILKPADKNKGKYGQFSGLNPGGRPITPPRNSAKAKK
GASC-1 inh: inhibitors of GASC-1 histone demethylase, primary screen, biochemical, fluorescence, DELFIA europium; GST-JMJD2C(1-420) H3K9me3 demethylation; inhibition, % at 2.35 µM; hit rate 0.069% among 330,000;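 active means more than half of a compound's replicate wells show inhibition beyond 50%, single wells judged on their own value; inconclusive means some, but no more than half, of replicates pass 50% inhibition; inactive means no replicate passes 50% inhibition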;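 further: signal counts dimethyl H3K9 product captured on neutravidin plate; 0% = median of DMSO wells and 100% = 0.3 times that DMSO median; strong numbers were not always called active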
Target sequence (Q9H3R0 1-420 limits assumed): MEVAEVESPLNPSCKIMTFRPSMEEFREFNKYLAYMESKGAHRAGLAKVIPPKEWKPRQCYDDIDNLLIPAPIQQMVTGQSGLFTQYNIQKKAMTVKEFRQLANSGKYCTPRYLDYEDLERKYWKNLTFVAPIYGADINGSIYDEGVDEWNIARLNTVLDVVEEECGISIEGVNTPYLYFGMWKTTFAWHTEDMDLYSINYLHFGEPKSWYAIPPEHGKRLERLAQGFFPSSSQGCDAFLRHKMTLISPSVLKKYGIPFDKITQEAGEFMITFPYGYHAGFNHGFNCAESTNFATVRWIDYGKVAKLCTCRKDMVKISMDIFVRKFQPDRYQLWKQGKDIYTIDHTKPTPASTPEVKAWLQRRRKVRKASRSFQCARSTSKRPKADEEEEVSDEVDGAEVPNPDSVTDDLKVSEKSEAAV
LYPLA2 counter: LYPLA2 inhibitors, primary screen, counter-screen for PME1 inhibitor project, biochemical, fluorescence polarization, FP-Rh probe ABPP. AID 2177, 2009. inhibition, % at 5.9 µM. recombinant LYPLA2. hit rate 0.38% among 320,000;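 active means inhibition above the screen-wide mean plus 3 SD, limit set per campaign, cut at about 26% in these data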;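 further: 0% = LYPLA2 with DMSO and 100% = wells lacking LYPLA2 enzyme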
Target sequence (O95372 whole entry, looked up): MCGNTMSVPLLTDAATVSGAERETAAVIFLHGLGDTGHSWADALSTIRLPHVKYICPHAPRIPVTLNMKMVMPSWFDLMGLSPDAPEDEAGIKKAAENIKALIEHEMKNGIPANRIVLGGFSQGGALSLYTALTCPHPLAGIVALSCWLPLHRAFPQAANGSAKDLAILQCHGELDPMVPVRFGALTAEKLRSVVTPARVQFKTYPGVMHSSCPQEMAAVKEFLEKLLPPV
* = called active by the depositor; ? = inconclusive; · = no result given. This is a subset (hit frequency here may not be typical).

SMILES	PREPL inhibitor	PP5 inh	Fh CTSL1 inh	Efflux pump inh	HCV core dimer	TPT1 inhibitor	PP1 counter	GASC-1 inh	LYPLA2 counter
COc1cccc(CN2CCCC(C(=O)c3ccc4c(c3)OCO4)C2)c1OC (stereo not given)	3	-0.1	-4	0.6	-11	3	-12	-9	4
O=C(CCC1CCCC1)Nc1cccn(Cc2ccccc2Br)c1=O	7	0.0	3	-0.1	9	-2	10	5	-9
COc1ccc(-c2oc3cccnc3c2C#CC2(O)CCCCC2)cc1	-7	-1.1	2	0.2	-16	2	-11	11	-23
CNc1ccc(OC)cc1-n1cnc(-c2ccc([N+](=O)[O-])cc2)c1	14	3.3	-4	0.2	-7	-3	0	-17	3
O=C(NCc1cccnc1)c1ccc(Cl)c(Cl)c1	-16	-0.2	1	-0.2	-10	0	3	-9	-4
COc1ccc(N2CCN(C(=O)COc3ccc4c(C)cc(=O)oc4c3)CC2)cc1	1	-1.4	-3	-0.2	3	0	0	-14	12
Cc1cc(C)nc(N2CCCC(C(=O)Nc3nnc(C(C)(C)C)s3)C2)n1 (stereo not given)	-3	-1.1	-4	0.0	2	3	1	-13	4
c1ccc(-c2csc(NC3CCCCC3)n2)cc1	15	2.1	0	1.2	-10	0	6	6	1
O=C(Nc1ncc2c(n1)CC(c1ccc(Cl)cc1)CC2=O)c1ccco1 (stereo not given)	-9	-1.0	-1	0.0	-6	2	1	-5	3
O=C(Cc1ccccc1)NC1CCN(Cc2ccccc2)CC1	-2	3.1	0	0.2	-3	1	-1	1	1
COc1ccccc1Nc1nc(-c2cccc([N+](=O)[O-])c2)cs1	27	-1.6	2	-0.1	-2	-3	0	3	-2
Cc1ccc(-c2oc3ccccc3c(=O)c2O)cc1	-25	2.9	0	-0.3	-1	-1	-2	3	3
COC(=O)c1cc(NC(=O)CSc2nncn2C)cc(C(=O)OC)c1	3	0.8	-4	-0.1	0	0	-1	36	4
CN1CCN(C(CNC(=O)Nc2ccc(Cl)cc2)c2ccc(F)cc2)CC1 (stereo not given)	5	1.5	-4	-0.2	10	-2	5	3	-3
C=CCNC(=S)Nc1ccc(Br)cc1F	11	-0.6	1	0.1	3	-3	0	-1	-4
CSc1nc(=O)n(-c2ccccc2)c(C)c1C(C)=O	4	-1.3	6	0.0	4	-2	-3	18	-3
CCCCOc1cc(C)nc(NCc2ccccc2)n1	-1	3.3	3	0.1	2	1	-2	9	3
COc1cc(NC(=O)c2ccccc2)c(OC)cc1NC(=O)Cc1cccs1	5	-0.2	-2	0.1	67*	9	0	7	-9
C/C(=N\Nc1ncc(Cl)cc1Cl)c1cccs1	6	-0.6	-2	0.2	2	-2	-2	0	0
C=CCn1c(SCC(=O)Nc2ccc3c(c2)CCC3)nc2ccccc2c1=O	6	-3.7	4	0.1	8	-2	3	5	-11

Individual results from the results shown.
C=CCn1c(SCC(=O)Nc2ccc3c(c2)CCC3)nc2ccccc2c1=O – Fh CTSL1 inh = 4
CSc1nc(=O)n(-c2ccccc2)c(C)c1C(C)=O – HCV core dimer = 4

Later entries.
SMILES	PREPL inhibitor	PP5 inh	Fh CTSL1 inh	Efflux pump inh	HCV core dimer	TPT1 inhibitor	PP1 counter	GASC-1 inh	LYPLA2 counter
COc1ccc(NC(=O)C2CCC(=O)N2)cc1 (stereo not given)	16	4.0	2	0.6	-3	1	-6	-6	-3
C=CCN1C(=O)/C(=C/c2ccsc2)SC1=S	-4	0.2	4	0.3	3	-2	-3	-1	0
COc1ccc(CNC(=O)C(C)N2CCN(c3ccc(C(C)=O)cc3)CC2)cc1 (stereo not given)	-14	1.8	-3	0.0	-6	2	4	-29	0
COc1cccc(C(C(=O)NC(C)(C)C)N(CCC(C)C)C(=O)CCC(=O)Nc2cc(C)on2)c1OC (stereo not given)	11	2.1	4	0.3	1	-3	-3	1	0
O=c1ccc2cc(S(=O)(=O)N3CCN(c4ccccc4F)CC3)ccc2o1	-100	2.2	2	0.0	13	7	1	3	1
CN(C(=O)COc1cc(C(F)(F)F)nn1C)c1ccccc1	1	1.6	1	0.2	0	1	1	14	3
O=C(CCCOc1ccc(Cl)cc1)NC1CCCCC1	14	2.5	1	0.1	-1	3	-3	16	0
COc1ccccc1C(=O)NC(=O)COC(=O)c1ccc(Cl)nc1	2	-0.9	-4	0.0	-1	-1	-2	?	1
NC(=O)CSc1nnc(COc2ccccc2)n1N	-7	-1.2	-4	0.1	-4	-3	0	-7	-2
CC(C)[C@H](NC(=O)c1c(F)cccc1F)C(=O)N1CCN(c2ccc(F)cc2)CC1	4	3.9	3	0.0	-7	-1	8	-10	4
Cc1c(NC(=O)c2cc(CC(C)C)on2)c(=O)n(-c2ccccc2)n1C	2	-2.3	1	-0.3	-2	-2	-4	1	1
Cc1ccc(S(=O)(=O)N2CCN(C(=O)C(C)Cn3nc(C)c(C)c3C)CC2)cc1 (stereo not given)	32	-1.2	1	0.2	0	-1	-1	75	0
CCC(C)c1ccccc1O (stereo not given)	4	-0.2	·	0.0	·	·	-4	10	-1
Cc1ccc(SCCC(=O)OCC(=O)Nc2ccc(C(N)=O)cc2)cc1	-6	-0.8	·	0.1	·	·	1	8	-4
O=C1CCN(Cc2ccc(Br)cc2)CCN1CCO	6	-1.1	-1	-0.1	-13	-5	-2	5	-4
O=C(c1cnn2cccnc12)N1CCN(c2ccccc2)CC1	13	1.8	1	0.0	-2	0	-1	7	2
CC(=O)N1CCN=C1SCc1ccc(C)cc1	13	0.8	3	0.2	5	2	1	16	3
COc1ccc(CN(C)C(=O)CNC(=O)c2ccc3ccccc3c2)c(OC)c1	-7	-0.1	7	0.0	-1	-1	-1	-6	2
O=C(COc1ccccc1Br)NCCC1=CCCCC1	-7	3.2	·	0.0	·	·	0	-3	4
COc1ccccc1N1CCN(CC(=O)Nc2c(C)n[nH]c2C)CC1	-2	2.2	-3	-0.2	-5	-5	0	18	3
CCNC(=S)N1CCN(CCN=CC2=C(O)CC(C)(C)CC2=O)CC1	-4	-1.4	-1	0.0	-6	-3	-2	2	0
Cc1ccc(S(=O)(=O)N(C)S(=O)(=O)c2ccc(C)cc2)cc1	-6	1.4	-4	0.0	1	-3	2	-2	1
CNC(=O)c1ccc(-n2nc(C)cc2-c2ccccc2)cc1	8	-1.8	0	-0.1	3	3	-4	61	0
Cc1c(O)ccc(/C(Cc2ccc3ccccc3n2)=N\O)c1O	25	2.9	-32	0.1	1	-4	3	-8	15
O=C(O)c1ccc(S(=O)(=O)c2ccc3c(c2)C(=O)N(CC2CCCO2)C3=O)cc1 (stereo not given)	-11	2.3	-2	0.1	5	-1	-2	6	2
CC(C)(C)OC(=O)CC[C@@H](C(=O)NCCCCCCCCCCC(=O)N1CCN(C(=O)OC(C)(C)C)CC1)n1cc(CCCCCNC(=O)OC(C)(C)C)nn1	7	0.5	12	0.1	10	-4	-1	1	-4
O=S1(=O)NC(C2CC2c2ccccc2)CCO1 (stereo not given)	-11	-0.8	2	0.0	4	2	0	5	5
Cc1oc(-c2cc(F)ccc2F)nc1CN1CCN(c2ncnc3ccccc23)CC1	8	-0.9	0	0.2	4	2	2	-9	-5
COc1cc(NS(=O)(=O)c2ccc(NC(=O)c3ccc(S(=O)(=O)N4CCCCC4)cc3)cc2)ncn1	15	-0.3	-1	-0.1	4	-6	-1	-5	3
CCOC(=O)C1=C(c2ccccc2)O/C(=C(\C(=O)OC)C(F)(F)F)S1	-3	-0.5	1	0.0	-99	4	0	-12	4

As a working copy, 9 of the compounds above:
SMILES	PREPL inhibitor	PP5 inh	Fh CTSL1 inh	Efflux pump inh	HCV core dimer	TPT1 inhibitor	PP1 counter	GASC-1 inh	LYPLA2 counter
CCNC(=S)N1CCN(CCN=CC2=C(O)CC(C)(C)CC2=O)CC1	-4	-1.4	-1	0.0	-6	-3	-2	2	0
Cc1ccc(S(=O)(=O)N(C)S(=O)(=O)c2ccc(C)cc2)cc1	-6	1.4	-4	0.0	1	-3	2	-2	1
CNC(=O)c1ccc(-n2nc(C)cc2-c2ccccc2)cc1	8	-1.8	0	-0.1	3	3	-4	61	0
Cc1c(O)ccc(/C(Cc2ccc3ccccc3n2)=N\O)c1O	25	2.9	-32	0.1	1	-4	3	-8	15
O=C(O)c1ccc(S(=O)(=O)c2ccc3c(c2)C(=O)N(CC2CCCO2)C3=O)cc1 (stereo not given)	-11	2.3	-2	0.1	5	-1	-2	6	2
CC(C)(C)OC(=O)CC[C@@H](C(=O)NCCCCCCCCCCC(=O)N1CCN(C(=O)OC(C)(C)C)CC1)n1cc(CCCCCNC(=O)OC(C)(C)C)nn1	7	0.5	12	0.1	10	-4	-1	1	-4
O=S1(=O)NC(C2CC2c2ccccc2)CCO1 (stereo not given)	-11	-0.8	2	0.0	4	2	0	5	5
Cc1oc(-c2cc(F)ccc2F)nc1CN1CCN(c2ncnc3ccccc23)CC1	8	-0.9	0	0.2	4	2	2	-9	-5
COc1cc(NS(=O)(=O)c2ccc(NC(=O)c3ccc(S(=O)(=O)N4CCCCC4)cc3)cc2)ncn1	15	-0.3	-1	-0.1	4	-6	-1	-5	3

The list goes on:
SMILES	PREPL inhibitor	PP5 inh	Fh CTSL1 inh	Efflux pump inh	HCV core dimer	TPT1 inhibitor	PP1 counter	GASC-1 inh	LYPLA2 counter
COc1ccc(C2=NN(c3ccccc3)C(c3ccc(OC)c(OC)c3)C2)cc1 (stereo not given)	2	3.6	-8	0.3	6	4	0	5	1
COc1ccc(CCNC(=O)C2CCN(C(=O)c3ccc(Cl)cc3)CC2)cc1OC	3	0.4	-7	-0.1	2	-1	-5	3	6
O=C(OCc1nc2ccccc2s1)c1cnccn1	18	-2.1	-8	-0.1	11	3	-1	-11	14
COc1ccc(CC2(CO)CCN(Cc3ccncc3)CC2)cc1	1	-0.3	0	-0.1	-2	-4	0	4	14
O=C1/C(=C/c2cccnc2)Sc2ccccc21	-53	2.8	0	0.0	1	1	15	5	5
NS(=O)(=O)c1ccc(CCNC(=O)c2ccc3c(c2)OCO3)cc1	0	1.1	-2	-0.1	0	-1	3	3	3
Fc1ccc2nc3n(c2c1F)CCCCCC3	-4	1.1	-2	0.1	-2	-1	-1	4	0
CCCCN1CCCC1CNC(=O)c1cc(C#N)c2ccccc2c1OC (stereo not given)	-24	0.6	6	0.1	-7	3	-4	17	2
CCOc1ccc(-n2ccnc2)nn1	-6	1.1	-5	-0.2	-3	-1	-9	-2	-3
O=C(Nc1ccc(S(=O)(=O)Nc2ncccn2)cc1)c1ccc(Br)s1	5	-1.0	0	-0.8	13	-1	-4	-6	3
